# Bioassay records (PubChem)
# NPY1 pot ag – human NPY-Y1 potentiation or agonism, primary screen. P25929. NPY-Y1 expressing cells, potentiator/agonist activation. AID 1304. 220,000 compounds, 0.37% hits. activation, % at 3.6 µM; in the data active = activation above about 33%, passing the limit was not always enough;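 also: cells stimulated with NPY at EC10 then isoproterenol at EC100; 0% = low agonist plus stimulus and 100% = saturating agonist plus stimulus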
# p97 inhibitor – human p97 ATPase inhibition; P55072; 220,000 compounds, 0.42% hits; recombinant p97 ATPase, Kinase-Glo ATP luminescence, 3 h; inhibition, % at 8 µM; AID 1481; in the data active = inhibition above about 15%;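 also: 0% = DMSO vehicle and 100% = wells lacking enzyme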
# S1P4 antag – blocks the human S1P4 receptor. O95977. 220,000 compounds, 0.26% hits. inhibition, % at 4.98 µM. S1P4-expressing cells, antagonist mode, reporter read-out. AID 1510; in the data active = inhibition above about 29%;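 also: 0% = wells stimulated with agonist and 100% = vehicle wells without agonist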
# Target sequence (O95977 whole entry, looked up): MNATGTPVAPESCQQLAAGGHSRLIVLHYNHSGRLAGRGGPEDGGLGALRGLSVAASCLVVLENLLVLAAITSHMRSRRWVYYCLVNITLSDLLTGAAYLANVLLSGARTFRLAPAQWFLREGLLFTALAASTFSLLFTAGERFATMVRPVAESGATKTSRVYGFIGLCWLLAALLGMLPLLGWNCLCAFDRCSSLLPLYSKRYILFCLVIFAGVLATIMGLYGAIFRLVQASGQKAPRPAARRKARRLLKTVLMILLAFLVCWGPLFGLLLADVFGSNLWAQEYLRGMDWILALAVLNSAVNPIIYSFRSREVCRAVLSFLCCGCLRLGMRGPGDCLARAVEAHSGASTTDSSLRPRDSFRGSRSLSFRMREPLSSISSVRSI
# S1P4 ag – activates the human S1P4 receptor | S1P4-expressing cell line, agonist reporter assay | activation, % at 4.98 µM | 220,000 compounds, 0.35% hits; in the data active = activation above about 11%;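 also: 0% = DMSO vehicle and 100% = reference agonist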
# NPY-Y1 antag – blocks the human neuropeptide Y Y1 receptor. P25929. HEK293-CNG Y1 cells, membrane potential fluorescence; NPY at EC95, then isoproterenol. inhibition, % at 3.6 µM. 200,000 compounds, 1% hits;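 active = inhibition above the campaign mean inhibition of all tested compounds plus 3 SD, cut at about 20% in these data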;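 also: 0% = DMSO wells given NPY plus isoproterenol and 100% = isoproterenol alone without NPY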
#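 Material: HEK293 cells with Y1 receptor plus CNG channel; times: compound incubation 1 h at room temperature, readout 45 min post-stimulation; signal: fluorescence, membrane potential probe; read-out basis: fluorescence ratio normalized to % inhibition between controls; benchmarks: full-block control isoproterenol-only wells, zero-block control NPY plus isoproterenol wells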
# NPY-Y2 PAM-ag – potentiates or activates human NPY-Y2 receptor; P49146; cells expressing NPY-Y2, potentiator/agonist read-out; activation, % at 3.6 µM; 220,000 compounds, 0.45% hits; AID 1359; in the data active = activation above about 27%;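 also: cells stimulated with NPY near EC25 plus isoproterenol at EC100; 0% = vehicle plus submaximal agonist and 100% = vehicle plus saturating agonist; some results beyond the cut were filed as inactive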
# Target sequence (P49146 whole entry, looked up): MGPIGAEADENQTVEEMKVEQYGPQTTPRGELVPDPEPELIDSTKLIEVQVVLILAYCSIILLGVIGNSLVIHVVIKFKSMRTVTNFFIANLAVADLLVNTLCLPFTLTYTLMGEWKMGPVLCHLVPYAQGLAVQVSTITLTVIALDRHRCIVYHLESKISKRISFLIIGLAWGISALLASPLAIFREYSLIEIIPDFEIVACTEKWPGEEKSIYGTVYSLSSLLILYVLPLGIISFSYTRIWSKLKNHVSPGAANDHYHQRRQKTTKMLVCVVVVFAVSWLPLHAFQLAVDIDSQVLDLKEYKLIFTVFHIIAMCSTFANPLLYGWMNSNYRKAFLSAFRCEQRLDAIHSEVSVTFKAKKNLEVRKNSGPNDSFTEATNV
# eIF4E-4G inh – blocks eIF4E binding to eIF4G | TR-FRET eIF4E-eIF4GI(517-606) binding, 2 h | AID 782 | inhibition, % at 21.7 µM | 220,000 compounds, 0.37% hits;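 active = inhibition above about 30%, limit read from the data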;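 also: 0% = full FRET control wells and 100% = background wells lacking eIF4GI fragment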
# EP2 antag – inhibitors of human EP2 prostaglandin E2 receptor. 260,000 compounds, 0.52% hits. P43116. inhibition, % at 25 µM. C6 glioma cells expressing human EP2, cAMP TR-FRET; cells stimulated with saturating PGE2. AID 1422;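 active = percent inhibition above 40 after rounding to a whole number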;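 also: rat C6 glioma host cells with rolipram phosphodiesterase inhibitor present; the protocol text gives 20 µM as final concentration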
# EP2 mod – modulates human prostaglandin E2 receptor EP2 signaling; induction, % at 25 µM; EP2-expressing cells, cAMP HTRF FRET, PGE2 co-stimulation; P43116; AID 940; 260,000 compounds, 0.83% hits;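 active = compounds whose cAMP rise, as percent of the full-agonist control response, exceeds 60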;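 also: rat C6 glioma line stably carrying human EP2 under a CMV promoter; the protocol text gives 20 µM as final concentration; 100% = response of wells given 1 µM PGE2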
# An asterisk follows results filed as active; nt = not tested or not shown; & = joins results of further samples; [ ] = remark or other dose. A portion of the library, so the mix of outcomes need not match the whole.
SMILES,NPY1 pot ag,p97 inhibitor,S1P4 antag,S1P4 ag,NPY-Y1 antag,NPY-Y2 PAM-ag,eIF4E-4G inh,EP2 antag,EP2 mod
C/C(=N\NC(=O)CC1N=C(Cc2ccccc2)NNC1=O)c1ccncc1 (configuration not stated),19,6,2,1.1,nt,6,4,9,10
CN(c1ccccc1)S(=O)(=O)c1cccc(NC(=O)Cc2c(F)cccc2Cl)c1,-12,0,-8,1.4,8,-5,10,4,2
O=c1[nH]c(=O)n(Cc2ccccc2)c2nc(-c3cccs3)n(CCO)c12,-18,3,-14,0.6,nt,-25,-4,10,-8
COc1ccc(NC(=O)COC(=O)[C@@H]2CCCN2S(=O)(=O)c2ccccc2F)c(OC)c1,4,-6,-14,0.9,1,-5,-2,4,-8
O=C(NC1CC1)C1=C[C@@H](c2ccccc2)C[C@@H](OCCCCO)O1,20,3,-5,1.4,-3,-1,-2,-5,0
O=C(Nc1cccc(-c2cn3c(n2)SCC3)c1)c1ccc2ccccc2n1,-14,2,-17,-2.4,1,-9,0,9,-40
CCCCCCNC1=NCCS1,-14,-3,-22,1.6,-1,4,-1,12,4
CCCn1c(SCc2nc3ccccc3s2)n[nH]c1=O,-10,-4,-9,-1.1,4,-5,0,5,-28
Cc1nc2ccccc2c(=O)n1CCCN1CCOCC1,5,1,-4,-0.5,nt,2,0,4,34
CCOc1ccc(-c2nn(-c3ccccc3)cc2/C=C2\SC(N)=NC2=O)cc1C,-25,-6,-12,0.5,-5,-4,-5,19,-27
CC(=O)Nc1nc(COc2ccccc2)cs1,-1,0,-7,0.7,-5,-4,4[fluorescence artefact?],8,-3
COc1ccc(C(=O)OCC(=O)Nc2ccc(Cl)c(C(F)(F)F)c2)c(OC)c1OC,-26,-6,-16,0.1,19,-17,0,10,-4
CSc1ccc(/C=N/Nc2nc(C)cc(C)n2)cc1,4,-1,-13,1.4,5,-1,1,7,-31
C[C@H](NC(=O)Nc1ccc2c(c1)OCCO2)C(=O)O,-17,-3,-13,0.7,3,3,-14[fluorescence artefact?],6,7
O=[N+]([O-])/C=C/c1c(OCc2ccccc2)ccc2ccccc12,-37,9,15,2.4,4,-7,0,33,26
COc1ccc(CCn2c(=O)c3cccnc3n(Cc3cccc([N+](=O)[O-])c3)c2=O)cc1OC,-14,-3,-7,1.4,3,-1,0,3,26
CCSC(=S)Nc1c(C)n(C)n(-c2ccccc2)c1=O,14,2,1,-0.2,4,7,-9,11,11
Cc1nn(C)c(Cl)c1CN1CCC(CO)(CC2CCCCO2)CC1 (configuration not stated),-2,2,-3,-1.0,0,3,-2,7,-48
Cc1cccc(-n2cc(CN3CCN(Cc4nccn4C)CC3)c(-c3cccc(F)c3)n2)c1,-2,-3,-3,2.0,10,-28,1,5,-13
COc1ccc(C(=O)CC2SC(N)=NC2=O)cc1 (configuration not stated),12,4,-9,0.6,nt,1,-13,6,16
COc1cc2c(cc1OC)C(C)N(C(=O)c1cccc([N+](=O)[O-])c1)CC2 (configuration not stated),-1,-1,-11,1.1,8,1,-1,13,0
COCC(C)n1c(C)cc(C(=O)COC(=O)c2n[nH]c3ccccc23)c1C (configuration not stated),-3,4,-16,-2.4,4,14,0,17,-42
O=C(O)c1ccc(NC(=O)C2CCCCC2)cc1,-8,-1,-10,-3.7,4,-7,-7,1,42
Cc1ccc(/C=C/C(=O)N2CCN(Cc3ccccc3)CC2)o1,1,0,-2,0.5,1,14,13[fluorescence artefact?],2,-29
Cc1nc2sc3c(c2c(=N)n1N)CCCC3,-7,2,-17,0.4,0,-2,8,9,-2
O=C(CN1C(=O)c2cccc3cccc(c23)C1=O)N1CCCCC1,-6,-1,2,0.6,0,7,3,8,-24
CCOC(=O)c1ccc2c(c1)n(CCO)c(C)[n+]2CC,-19,6,-7,1.1,2,-1,-3,12,5
CCc1ccc2[nH]c(=O)c(CN(CCCN3CCOCC3)C(=O)Nc3ccc(F)cc3)cc2c1,-2,-8,2,1.1,8,-4,1,10,23
CCCC(=O)NC(Nc1c(C)n(C)n(-c2ccccc2)c1=O)C(Cl)(Cl)Cl (configuration not stated),-13,1,-5,-1.2,7,8,-2,5,12
N#CCCN/N=C(/Cc1nc2ccccc2[nH]1)c1cccc(Cl)c1,11,3,10,-1.0,-3,0,-12,2,1
Cc1ccc(CSCc2nc3ccccc3[nH]2)cc1,8,4,-13,-1.7,1,6,0,8,-52
COC(=O)c1c(NC(=O)CSc2nnnn2-c2ccccc2)sc2c1CCCC2,-45,-4,-5,0.0,13,-25,4,10,28
COc1cc(CC(=O)Nc2sccc2C(N)=O)cc(OC)c1OC,-6,-4,-13,-2.0,6,-17,-2,39,-9
Cc1sc(/C=C2\C(=O)ON=C2c2ccccc2)cc1Br,11,1,3,1.9,0,-2,2[fluorescence artefact?],7,35
Cc1ccc(C(C(=O)NC2CCCC2)N(Cc2cccs2)C(=O)CNC(=O)c2cccs2)o1 (configuration not stated),-18,5,-4,0.9,3,-11,-1,9,35
Cc1c(C(=O)NN)sc(-c2ccccc2)c1C#N,-3,2,8,1.0,-3,-3,0,7,0

# Pulled one by one from above (2):
SMILES,NPY1 pot ag,p97 inhibitor,S1P4 antag,S1P4 ag,NPY-Y1 antag,NPY-Y2 PAM-ag,eIF4E-4G inh,EP2 antag,EP2 mod
Cc1ccc(C(C(=O)NC2CCCC2)N(Cc2cccs2)C(=O)CNC(=O)c2cccs2)o1 (configuration not stated),-18,5,-4,0.9,3,-11,-1,9,35
COc1cc(CC(=O)Nc2sccc2C(N)=O)cc(OC)c1OC,-6,-4,-13,-2.0,6,-17,-2,39,-9

# Going on with the list.
SMILES,NPY1 pot ag,p97 inhibitor,S1P4 antag,S1P4 ag,NPY-Y1 antag,NPY-Y2 PAM-ag,eIF4E-4G inh,EP2 antag,EP2 mod
COc1cccc(Cn2nnc(C(=O)NCc3ccc4c(c3)OCO4)c2N)c1,10,-2,-1,-0.3,4,3,3,8,-1
Cc1cc(=O)n(C)c(=O)n1CCCCOc1cccc([N+](=O)[O-])c1,-4,1,-29,0.4,-1,-15,15,8,12
COC(=O)c1cccc(CSc2nc3ccccc3[nH]2)c1,-25,-2,-10,-0.2,-3,2,11,4,-34
COc1ccc(N=c2cc(-c3ccc(OC)cc3)oc3ccccc23)cc1,31,-6,4,-0.4,-2,30*,7,-1,23
O=C(Nc1ccccc1)N1CCCC1c1cccs1 (configuration not stated),0,4,-6,1.8,nt,11,1,3,9
CCc1ccccc1OCC(=O)NC1CCCC1,-18,-7,-17,-1.6,-3,-12,7,6,13
CC(=O)Nc1ccc(C2NC(=O)c3ccccc3O2)cc1 (configuration not stated),5,3,-5,1.6,-1,18,7,3,-16
CC(=O)Nc1cc([N+](=O)[O-])ccc1N1CCOCC1,17,6,-15,1.9,-3,-6,0,5,12
CCCN1C(=O)SC(CC(=O)Nc2ccc(Br)cc2)C1=O (configuration not stated),-1,0,-15,0.6,-3,11,-5,19,-33
Cc1ccc([N+](=O)[O-])cc1NC(=O)CCCOc1ccccc1,-12,-4,-22,-3.6,-2,-16,8,4,2
COc1ccc(Nc2nc(Nc3ccc(OC)cc3)nc(SC3=NCCS3)n2)cc1,7,4,29*,-2.2,2,7,-10,15,18
CCCc1nn(C(=O)c2ccccc2)c2c1C(=O)CC(C)(C)C2,9,2,-6,-2.9,3,6,13[fluorescence artefact?],11,30
O=C(CSc1ncccn1)NC(=O)NCc1ccccc1,7,-2,-8,-2.5,5,5,4,3,9
COC(=O)C1C(c2ccccc2)C(C(=O)N2CCN(C)CC2)C1c1ccccc1 (configuration not stated),-15,-6,-15,-0.8,1,-10,5,17,11
COc1cc2c(cc1NC(=O)CN(C)Cc1nc3ccccc3c(=O)[nH]1)oc1ccccc12,2,3,-11,1.7,0,-12,-6,5,-26
Cc1sc(NC(=O)c2ccccc2F)c(CN2CCCCC2)c1C,-21,-2,-2,5.3,-1,-6,1,17,84*
Cc1ccc(Oc2ccc(NC(=O)CCC(=O)OCC(=O)c3cccs3)cc2)cc1C,-3,-5,-5,0.6,1,5,2,7,10
COc1ccc(OC)c(-c2cc(C(=O)NCc3ccc(Cl)cc3)no2)c1,2,1,9,1.0,8,2,-3,7,-53
CCOC(=O)C1CCN(C(=O)COc2ccc(Br)cc2)CC1,-16,0,7,0.5,3,-8,-2,8,-16
O=C(Nc1ccccc1)c1ccc(NCc2cccnc2)c(S(=O)(=O)N2CCOCC2)c1,2,7,10,-0.2,-3,-13,0,12,10
Fc1ccc(C(c2nnnn2C2CCCC2)N2CCc3ccccc32)cc1 (configuration not stated),-15,-3,4,-3.0,9,15,0,5&9,49&3
Cc1ccc(C2(CCNCc3ccc(N(C)C)cc3)CCOC(C(C)C)C2)cc1 (configuration not stated),17,-4,3,-1.1,4,-17,-7,18,13
CN(C)c1ccc(N=Cc2nc(-c3ccccc3)oc2O)cc1,-11,2,-5,-1.7,6,-5,-2,13,-24
NC(=O)Cn1nc([N+](=O)[O-])nc1Oc1ccc(Br)cc1,-8,-2,5,2.0,-10,-7,5,5,-3
Cc1ccc(/C=N/n2c(C)nnc2C)o1,-5,3,-5,-0.2,0,8,5,8,-1

# Structural class: the compounds so far containing an aryl methoxy group (11)
SMILES,NPY1 pot ag,p97 inhibitor,S1P4 antag,S1P4 ag,NPY-Y1 antag,NPY-Y2 PAM-ag,eIF4E-4G inh,EP2 antag,EP2 mod
COc1ccc(NC(=O)COC(=O)[C@@H]2CCCN2S(=O)(=O)c2ccccc2F)c(OC)c1,4,-6,-14,0.9,1,-5,-2,4,-8
COc1ccc(C(=O)OCC(=O)Nc2ccc(Cl)c(C(F)(F)F)c2)c(OC)c1OC,-26,-6,-16,0.1,19,-17,0,10,-4
COc1ccc(CCn2c(=O)c3cccnc3n(Cc3cccc([N+](=O)[O-])c3)c2=O)cc1OC,-14,-3,-7,1.4,3,-1,0,3,26
COc1ccc(C(=O)CC2SC(N)=NC2=O)cc1 (configuration not stated),12,4,-9,0.6,nt,1,-13,6,16
COc1cc2c(cc1OC)C(C)N(C(=O)c1cccc([N+](=O)[O-])c1)CC2 (configuration not stated),-1,-1,-11,1.1,8,1,-1,13,0
COc1cc(CC(=O)Nc2sccc2C(N)=O)cc(OC)c1OC,-6,-4,-13,-2.0,6,-17,-2,39,-9
COc1cccc(Cn2nnc(C(=O)NCc3ccc4c(c3)OCO4)c2N)c1,10,-2,-1,-0.3,4,3,3,8,-1
COc1ccc(N=c2cc(-c3ccc(OC)cc3)oc3ccccc23)cc1,31,-6,4,-0.4,-2,30*,7,-1,23
COc1ccc(Nc2nc(Nc3ccc(OC)cc3)nc(SC3=NCCS3)n2)cc1,7,4,29*,-2.2,2,7,-10,15,18
COc1cc2c(cc1NC(=O)CN(C)Cc1nc3ccccc3c(=O)[nH]1)oc1ccccc12,2,3,-11,1.7,0,-12,-6,5,-26
COc1ccc(OC)c(-c2cc(C(=O)NCc3ccc(Cl)cc3)no2)c1,2,1,9,1.0,8,2,-3,7,-53
